# Assay outcomes (PubChem BioAssay)
# Pol iota inh: qHTS for Inhibitors of Polymerase Iota; DNA polymerase iota (Homo sapiens), Q9UNA4; Pol iota fluorescent replication assay, 10 min; Potency, µM (series often up to 115 µM), without a hit: at the highest dose activity, negative = inhibition, usual class: inhibitors; 390,000 tested, 1% active; AID 588590, 2011; further: potency means the concentration at half of the fitted maximal effect
#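 Pol iota at 10 nM preincubated 15 min with compounds at room temperature; reaction started with fluorescent substrate, 50 nM final. Fluorescence read kinetically at 0 and 10 min; buffer-only wells as negative control.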
# Pol beta inh: qHTS Assay for Inhibitors of DNA Polymerase Beta. Potency, µM (top dose mostly 114 µM), for the others: top-dose activity change, negative = inhibition, actives largely listed as inhibitors. 340,000 tested, 1.3% active. Pol beta primer extension/strand displacement, fluorescence kinetic. P06746; further: potency means the concentration at half of the fitted maximal effect; on the % scale 0 is the no-effect control and ±100 the full control effect
#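 Reaction started by 50 nM substrate onto compound-treated Pol beta (10 nM, 15 min preincubation, room temperature); plates read at 0 min and 10 min. Normalized concentration-effect data fitted by four-parameter Hill equation.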
# Pol kappa inh: qHTS for Inhibitors of Polymerase Kappa; DNA polymerase kappa (Homo sapiens), Q9UBT6; purified Pol kappa, fluorescent DNA synthesis assay, 10 min; Potency, µM (doses to about 107 µM), for inactives: at the highest dose activity, negative = inhibition, usual class: inhibitors; 400,000 tested, 0.53% active; AID 588579, 2011; further: potency means the concentration at half of the fitted maximal effect; on the % scale 0 is the no-effect control and ±100 the full control effect
#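 First, compounds were pin-transferred onto 10 nM Pol kappa. After 15 min at room temperature, substrate was added to 50 nM final. Fluorescence was then measured kinetically at 0 and 10 min.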
# BLM helicase inh: qHTS Assay for Inhibitors of Bloom's syndrome helicase (BLM). recombinant BLM DNA unwinding, fluorescence dequenching. Potency, µM (top dose mostly 56.1 µM), for inactives: at the highest dose activity change, negative = inhibition, most hits filed as inhibitors. 350,000 tested, 0.2% active;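 further: potency means the concentration at half of the fitted maximal effect; plate controls were vehicle for no effect and no enzyme for full effect; nearly all actives have a fitted effect of over 35% in size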
# 12-LOX inh: Primary qHTS assay for inhibitors of human arachidonate 12S-lipoxygenase (ALOX12): Round 2; Potency, µM (series often up to 108 µM), without a hit: top-dose activity change, negative = inhibition, hits mostly inhibitors; 580,000 tested, 1.1% active; purified 12hLO, xylenol orange hydroperoxide absorbance; further: potency means the concentration at half of the fitted maximal effect; on the % scale 0 is the no-effect control and ±100 the full control effect
# Target sequence (P18054 whole entry, looked up): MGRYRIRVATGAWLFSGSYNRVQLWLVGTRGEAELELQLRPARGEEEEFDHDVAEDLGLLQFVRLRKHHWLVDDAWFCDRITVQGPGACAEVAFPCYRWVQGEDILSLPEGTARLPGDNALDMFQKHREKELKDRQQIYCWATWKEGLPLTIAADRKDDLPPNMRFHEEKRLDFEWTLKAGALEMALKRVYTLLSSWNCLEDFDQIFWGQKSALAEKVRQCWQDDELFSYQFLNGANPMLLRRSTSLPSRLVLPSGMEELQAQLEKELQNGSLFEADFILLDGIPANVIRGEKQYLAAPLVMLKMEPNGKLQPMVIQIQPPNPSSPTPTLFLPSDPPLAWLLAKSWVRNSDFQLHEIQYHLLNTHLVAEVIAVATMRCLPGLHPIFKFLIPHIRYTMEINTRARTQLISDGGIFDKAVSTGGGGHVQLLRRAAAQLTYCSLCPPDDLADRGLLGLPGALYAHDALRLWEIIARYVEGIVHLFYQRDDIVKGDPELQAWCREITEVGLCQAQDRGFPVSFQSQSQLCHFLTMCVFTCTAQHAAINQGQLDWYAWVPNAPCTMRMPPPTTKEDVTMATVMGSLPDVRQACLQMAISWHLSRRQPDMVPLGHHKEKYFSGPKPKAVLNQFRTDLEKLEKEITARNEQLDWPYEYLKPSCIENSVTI
#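 Purified human 12hLO (150 nM final) in 25 mM Hepes, 0.01% Triton X-100, pH 7.0 was preincubated 15 min at room temperature with compound. Then 40 uM arachidonic acid was added, 30 min. Hydroperoxide was read by Fe-XO absorbance ratio 573/405 nm.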
# TRHR ag: qHTS for Small Molecule Agonists and Allosteric Enhancers of Human TRH Receptor: Primary Screen for Agonists; 360,000 tested, 0.18% active; AID 493084, 2011; Thyrotropin-releasing hormone receptor (Homo sapiens), P34981; TRHR cells, calcium flux fluo-8, FDSS agonist mode; activation, % at 2 µM; in the data active means activation above about 30%; further: 0% is about no effect
# Target sequence (P34981 whole entry, looked up): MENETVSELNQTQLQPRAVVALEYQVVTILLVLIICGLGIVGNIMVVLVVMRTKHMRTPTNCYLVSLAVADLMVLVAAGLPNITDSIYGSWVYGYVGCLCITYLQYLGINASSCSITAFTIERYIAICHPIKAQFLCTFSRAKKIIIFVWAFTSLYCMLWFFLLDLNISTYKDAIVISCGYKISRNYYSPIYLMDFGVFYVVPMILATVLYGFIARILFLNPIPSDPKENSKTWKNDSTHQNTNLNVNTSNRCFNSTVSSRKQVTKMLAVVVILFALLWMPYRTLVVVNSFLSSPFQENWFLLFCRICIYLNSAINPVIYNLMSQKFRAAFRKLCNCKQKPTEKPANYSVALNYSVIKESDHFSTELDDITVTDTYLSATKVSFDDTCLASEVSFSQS
#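 TRHR-expressing cells loaded with fluo-8 calcium dye; 23 nL library compound pin-transferred, kinetic FDSS fluorescence (Ex 480/Em 530) recorded about 180 s for agonist-induced calcium release, before a 10 nM TRH EC20 addition for potentiator mode.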
# Apoferritin bind: qHTS Assay for Identification of Novel General Anesthetics; Ferritin light chain (Equus caballus), P02791; apoferritin/1-aminoanthracene competitive binding, fluorescence; Potency, µM (highest dose often 77.5 µM), inactives show top-dose activity change, negative = displacement, most hits filed as inhibitors; 350,000 tested, 0.074% active; further: potency means the concentration at half of the fitted maximal effect; on the % scale 0 is the no-effect control and ±100 the full control effect; nearly all actives have a fitted effect of over 20% in size
#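 Horse-spleen apoferritin (10 uM) was mixed with 50% saturated 1-aminoanthracene in PBS, exposed to compounds for 10 min at room temperature, and read for fluorescence (ex 380 nm, em 535 nm). Competitive displacement was fitted with a four-parameter Hill equation.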
# ERG-DNA inh: qHTS for Small Molecule Inhibitors of the ERG Ets/DNA interaction. fluorescence polarization, His-ERG Ets domain / labelled DNA. Transcriptional regulator ERG (Homo sapiens), P11308. 370,000 tested, 0.028% active. Potency, µM (titrated, usually from 76.9 µM), for inactives: at the highest dose FP activity, negative = inhibition, usual class: inhibitors; active means well fitted inhibition curve with a large enough effect in the polarisation, with a control signal flat; inconclusive means small, poorly fitted or top-dose-only effect, or effect the other way, or a change in a side signal; inactive means no such curve, though single readings can be large or run the other way; the % refers to the polarisation;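 further: polarization taken with two DNA probes labelled with fluorescein and Texas red; potency means the concentration at half of the fitted maximal effect; % of control where 0% means no effect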
#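 His-tagged ERG Ets domain (1 uM in the protein solution; 300mM KCl, 50mM Tris-HCl, 1mM EDTA, 1mM DTT, pH 7.5) received compound, then a probe mix of 5 nM fluorescein-DNA and 100nM Texas-615-DNA. Fluorescence polarization was read for both dyes.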
# APEX1 inh: qHTS Assay for Inhibitors of the Human Apurinic/apyrimidinic Endonuclease 1 (APE1); DNA repair nuclease/redox regulator APEX1 (Homo sapiens), P27695; recombinant APE1, TAMRA/BHQ-2 abasic DNA cleavage fluorescence; Potency, µM (doses to about 65.8 µM), for the others: at the top dose activity change, negative = inhibition, most hits filed as inhibitors; 350,000 tested, 0.35% active;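 further: potency means the concentration at half of the fitted maximal effect; plate controls were vehicle for no effect and reference inhibitor for full effect; nearly all actives have a fitted effect of over 55% in size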
#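 Step 1: APE1 (0.75 nM) with compound, 15 min RT. Step 2: add 50 nM fluorophore/quencher THF duplex. Step 3: three fluorescence reads 60 s apart (525/598 nm); read 3 minus read 1 = reaction progress.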
# * = called active by the depositor; u = inconclusive; x = no result given; & = joins results of further samples; [ ] = dose if it differs, or a comment. Unless noted, the call rests on the fitted dose curve; in most records, active means well fitted curve in the direction sought with a large enough effect; inconclusive means small, poorly fitted or top-dose-only effect, or another doubt; inactive means no such curve, though single readings can be large; an effect the other way counts as inactive or inconclusive. Not all compounds are listed; the hit share may differ from the screen's.
SMILES | TRHR ag | Apoferritin bind | 12-LOX inh | ERG-DNA inh | BLM helicase inh | Pol kappa inh | Pol iota inh | Pol beta inh | APEX1 inh
O=[N+]([O-])c1ccc(N2CCCC2)c2ccncc12 | -0.6 | -13% | -15% | -1% | -7% | -3% | 91%[activator] | -4% | -6%
CCN(CC)CCCN=C(C)c1c(O)n(C2CCCCC2)c(=O)[nH]c1=O | 1.9 | -20% | -2% | -2% | -7% | 1% | 8%[58.9 µM] | -1% | -1%
CC[C@@]1(O)CC(O)c2c(cc3c(c2O)C(=O)c2c(O)ccc(O)c2C3=O)C1C(=O)OC (stereo partly specified) | x | -12% | x | x | u | 25µM* | x | x | u
COC(=O)C1=C(c2ccccc2OCc2ccccc2)C[C@@H]2CC[C@H]1N2C(=O)NCc1ccc(N(C)C)cc1 | -1.3 | x | -6% | 5% | x | 5% | -3% | x | 29%
CC(C)CN(C(=O)CN1CC=C(c2ccccc2)CC1)c1c(N)n(CC(C)C)c(=O)[nH]c1=O | 0.5 | -9% | 96%[activator] | 7% | 0% | -14% | -2% | 34% | -3%
O=C(O)c1c(C(=O)O)c(-c2ccc(Br)cc2)n2c1CSC2 | 0.2 | -1% | 0% | -2% | -3% | 0% | u | 4% | -3%
N#CC(C#N)=Cc1ccc(C=C(C#N)C#N)cc1 | -0.5 | -1% | u | 28% | -18% | -37% | u | u | 3%
O=C(CCl)NCC1CCCO1 (stereo unspecified) | 0.8 | -5% | -6% | -5% | -3% | -9% | 51%[activator] | 0% | -2%
Oc1ccc2c3c1O[C@H]1[C@@H](O)CC[C@@]4(O)C(C2)N(CC2CCC2)CCC314 (stereo partly specified) | x | -7% | x | x | 7% | 3%[19.4 µM] | 3%[58.9 µM] | 10%[57.1 µM] | 3%
Cn1cc(C=C(C#N)C#N)c2ccccc21 | -0.5 | 2% | 0% | 13% | -5% | 6% | 43%[activator] | -17% | -3%
C=CCn1c(O)c(C(C)=NCCc2c[nH]c3ccccc23)c(=O)[nH]c1=O | 0.1 | -15% | 0% | -2% | -4% | -7% | 83%[activator] | 15% | -10%
OC(COCc1ccc(Cl)cc1)CN1CC=C(c2ccccc2)CC1 (stereo unspecified) | -0.6 | u | u | u | 4% | -10%&-8% | u | -20% | -3%
CC(C)[C@H]1CC2C3CC=C4C[C@@H](O)CC[C@]4(C)C3CC[C@]2(C)[C@H]1O (stereo partly specified) | x | x | -14% | -9% | x | -4% | -21% | x | 35%
CCOc1ccc(-c2cc(C(=O)N3CCC4(CC3)OCCO4)c3ccccc3n2)cc1 | x | x | -3% | -1% | x | u | 5% | x | x
Cc1ccc(N2C(=O)NC(=O)/C(=C/c3cnc(-c4ccccc4)nc3)C2=O)cc1C | 0.6 | -3% | u | -4% | 1% | 4% | u | -8% | -5%
CCCCC(CC)CNCC(O)c1ccccc1 (stereo unspecified) | 0.5 | -10% | -5% | -11% | -1% | -7% | 103%[activator] | 18% | -5%
COc1cc(OC)c(C=O)c(OC(=O)N(C)C)c1 | 0.7 | -5% | 2% | 4% | -3% | 2% | -14% | 52% | -7%
O=P(O)(Oc1ccccc1)OC(c1ccccc1)C(F)(F)C(F)(F)F (stereo unspecified) | -0.5 | -2% | 0% | -1% | -1% | 0% | 21% | 40%[activator] | 2%
Cc1ccc(P(=S)(c2ccc(C)o2)N2CCOCC2)o1 | 0.9 | -4% | 312%[activator] | -7% | -1% | 3% | 20% | 3% | 18%
CN1CCCCC1c1ccc(-c2cccnc2)nc1 (stereo unspecified) | 0.0 | -2%&-1% | u | 8% | -1%&-10%&3% | -6%[60.1 µM] | 11% | 40% | -3%&-1%&-1%
CN1CCN(CCC(=O)OC2CC3CCC(C2)N3C)CC1 (stereo unspecified) | 0.6 | -8% | u | -7% | -7% | -5% | 12% | 1% | u
COC(=O)C1=C(c2ccc(Cl)c(C(F)(F)F)c2)C[C@@H]2CC[C@H]1N2C(=O)N1CCC(O)(c2ccc(Cl)cc2)CC1 | x | x | -11% | -10% | x | -10% | 2% | x | -23%
Cc1cc(OCCCC(=O)NCc2cccs2)ccc1Cl | 0.0 | -7% | 1% | -28% | -8% | -5% | 19% | -3% | -4%
Cc1cc(NC(=O)c2cc(-c3cccc(Cl)c3)on2)nn1Cc1ccc(Cl)cc1 | 2.1 | 3% | u | 2% | -2% | 0% | 58%[activator] | 36% | x
Oc1cccc(/C=N/NP(=S)(c2ccccc2)c2ccccc2)c1 | -0.7 | -12% | -6% | -1% | -13% | -10% | 4% | 4% | -5%
CCOc1ccc(N=Cc2c(O)n(CCc3ccc(OC)c(OC)c3)c(=O)[nH]c2=O)cc1 | 0.4 | -14% | u | -1% | -2% | -12% | -7%[58.9 µM] | 1% | 1%
CC(C)n1c(=O)c(C=Nc2ccc(Cl)cc2)c(O)n(Cc2ccco2)c1=O | 0.1 | -19% | -28% | x | -11% | x | x | u | -2%
O=c1c2ccccc2nc(-c2ccco2)n1-c1ccc(Br)cn1 | -0.9 | -12% | -22% | 1% | -3% | 0% | 10% | 12% | -1%
CC12CNCC(C)(CNC1)C2O (stereo unspecified) | 0.5 | -4% | 13% | x | 0% | -1% | 40%[activator] | -19% | 6%
Cc1ccc2nc(C)n(-c3ccc(F)cc3)c(=O)c2c1 | -0.4 | 0% | 11% | -1% | -1% | -13% | 75%[activator] | u | -3%
C=CCN(c1ccc(C(=O)N(CC)CC)cc1)S(C)(=O)=O | 0.3 | -8% | 19% | 4% | 3% | 7% | -8% | -11% | 12%
Cn1cccc1/C=C1/C(=O)NC(=O)N(Cc2ccccc2)C1=O | 0.1 | -8% | -20% | 6% | -1% | 79µM* | 16µM* | 4% | -7%
CCOc1ccc(CN(CCc2ccc3c(c2)OCO3)Cc2cccc(OC)c2)cc1 | 0.2 | 49%[activator] | u | 3% | -8% | -6% | -18% | 23% | x
CC(=O)Nc1ccc(OC(=O)c2ccccc2N)cc1 | -2.6 | 9% | -6% | x | -9% | -10% | 2% | -2% | -1%
COP(=O)(OC)c1nc(-c2ccccc2)oc1NCc1ccccc1 | 0.1 | 4% | 10% | 7% | 1% | -12% | 160%[activator] | 6% | -2%
CCC(=NCCOc1ccc(Cl)cc1)c1c(O)n(C)c(=O)n(C)c1=O | 0.5 | -4% | -6% | 3% | -2% | -1% | 17% | 2% | -1%
Cc1nonc1OCCNCCNc1ccc([N+](=O)[O-])c2cccnc12 | 0.4 | -4% | -18% | -5% | 48%[activator] | 0% | 45%[activator] | 22% | -13%
CC[N+]1(C)CCCC(OC(=O)C(O)(c2ccccc2)c2ccccc2)C1 (stereo unspecified) | -0.3 | -4%&11% | 3% | 16% | -7%&3% | -8% | -10% | 38% | -4%&4%
COC(=O)C(=O)N1CC2(C)CNCC(C)(C1)C2=O | 0.7 | -7% | -2% | 15% | -3% | 12% | 10% | -6% | 11%
CC12CN3CC(C)(CN(C1)C3c1cccs1)C2 (stereo unspecified) | 0.3 | -12% | -21% | -3% | 0% | 2% | -6% | 35% | 1%
CN(C)[C@@H]1C(=O)C(C(N)=O)=C(O)[C@@]2(O)C(=O)C3=C(O)c4c(O)cccc4[C@@](C)(O)C3CC12 (stereo partly specified) | x | -3% | x | x | 1% | -11%[60.1 µM] | x | x | -6%
CCN1c2nc3c(C)cccn3c(=O)c2CC2(C(=O)N(C)C(=O)N(C)C2=O)C1C (stereo unspecified) | 0.1 | 2% | -16% | 6% | 2% | -8% | 1% | -20% | -2%
CN(C(=O)Oc1ccc(Cl)c2cccnc12)c1ccccc1 | 0.1 | u | 4% | 3% | -4% | -3% | 20% | 5% | 1%
COc1cc2c3cc1Oc1cc(ccc1O)C[C@@H]1c4c(cc(OC)c(O)c4Oc4cccc(c4)C[C@H]3N(C)CC2)CC[N+]1(C)C | x | 3%[29.3 µM] | x | x | 45%[activator][21.4 µM] | -4%[12 µM] | x | x | 4%[21 µM]
O=C(COC(=O)CCc1c[nH]c2ccccc12)Nc1ccc([N+](=O)[O-])cc1 | 0.2 | u | -3% | x | -8% | -11% | -27% | -5% | -4%
O=C(c1cccs1)C1CN2CCC1CC2 (stereo unspecified) | 2.1 | 2% | 18% | -4% | 2% | -4% | u | -9% | 0%
Cc1cc(Oc2cc(NN3CCCCC3)c([N+](=O)[O-])cc2[N+](=O)[O-])ccc1[N+](=O)[O-] | 0.0 | -14% | -6% | 6% | -11% | -21% | u | 40µM* | 30%
CC(=O)N1CC(=O)Nc2ccc(F)cc2C1c1ccccc1 (stereo unspecified) | -0.1&0.3 | 2%&10% | u | u | -4%&0% | 23%&-16% | 28%&2% | 3%&36% | 44%
Cc1c(Cc2ccccc2)c(=O)oc2cc(OCc3ccc(C(=O)O)cc3)ccc12 | -0.1 | -2% | -14% | -1% | -7% | -7% | u | -1% | -1%
CCC1(CC)C(=O)NC(=NCCc2c[nH]c3ccccc23)NC1=O | 0.4 | -9% | -2% | -2% | 1% | -10% | 19% | -11% | -7%
COc1ccc(CNCCc2c[nH]c3ccccc23)c(OC)c1C | -0.1 | 4% | u | 12% | 1% | -20% | 43% | 4% | 60%
